PTAP TSG101 blk = blocks PTAP/TSG101 interaction to inhibit HIV-1 budding; Fluorescence polarization, FITC-PTAP peptide / Tsg101 binding; Potency, µM (series often up to 115 µM), for the others: at the highest dose activity change, negative = inhibition, hits mostly inhibitors; 340,000 tested, under 10 active; active = well fitted inhibition curve with a large enough effect in the main read-out, with a control signal flat, not every such curve was filed as active; inconclusive = small, poorly fitted or top-dose-only effect, or effect the other way, or a change in a side signal; inactive = no such curve, though single readings can be large or run the other way; also: potency is read from the fitted curve at half-maximal effect; % of control where 0% means no effect
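Compounds were pin-transferred onto Tsg101 binding domain (10 uM final) in HEPES pH 7.5 buffer, then FITC-PTAP peptide was added at 50 nM final. After 20 min at RT, polarization reported peptide displacement across a qHTS concentration series.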
Tb PFK block = T. brucei PFK enzyme inhibition. 330,000 tested, 0.17% active. O15648. Potency, µM (series often up to 57.5 µM), for inactives: top-dose activity, negative = inhibition, most hits filed as inhibitors. T. brucei PFK, ADP-Glo luminescence;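 also: potency is read from the fitted curve at half-maximal effect; 0% = uninhibited 1x PFK enzyme wells and -100% = no-enzyme wells; nearly all actives have a fitted effect of over 60% in size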
Target sequence (O15648 whole entry, looked up): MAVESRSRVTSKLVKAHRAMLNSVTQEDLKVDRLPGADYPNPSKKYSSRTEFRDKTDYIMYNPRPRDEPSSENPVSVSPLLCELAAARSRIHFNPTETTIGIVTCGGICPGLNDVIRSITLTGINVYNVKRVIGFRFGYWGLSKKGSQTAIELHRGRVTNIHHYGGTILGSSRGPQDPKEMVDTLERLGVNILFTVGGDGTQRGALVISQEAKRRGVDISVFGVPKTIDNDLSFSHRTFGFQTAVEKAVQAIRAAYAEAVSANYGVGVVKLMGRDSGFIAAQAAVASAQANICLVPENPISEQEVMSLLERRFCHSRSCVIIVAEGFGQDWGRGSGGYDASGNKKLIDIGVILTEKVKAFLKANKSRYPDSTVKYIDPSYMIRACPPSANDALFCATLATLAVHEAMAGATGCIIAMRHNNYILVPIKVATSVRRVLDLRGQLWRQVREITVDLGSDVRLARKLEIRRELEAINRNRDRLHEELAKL
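ADP-Glo luminescence quantified ADP after 45 min at room temperature, with 1.25 nM T. brucei PFK, 0.1 mM ATP and 0.5 mM fructose-6-phosphate in pH 8.0 TEA buffer. qHTS titrations up to 57 µM; curves classified by quality.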
ASM inhibitor = human S-ASM enzyme inhibition; P17405; placental ASM, HMU-PC fluorogenic substrate, 60 min; Potency, µM (doses to about 57.5 µM), inactives show top-dose activity change, negative = inhibition, actives largely listed as inhibitors; 340,000 tested, 0.006% active; also: potency is read from the fitted curve at half-maximal effect
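qHTS format. ASM enzyme prepared from human placenta hydrolyses the fluorogenic substrate HMU-PC0 (9 uM final) over 60 min at 37 °C after a 10 min compound preincubation.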
AT treatment = candidate therapy for ataxia-telangiectasia; 320,000 tested, 0.19% active; Potency, µM (highest dose often 57.5 µM), without a hit: top-dose activation, usual class: activators; AID 485349; […] A-T fibroblasts, KAP-1 phosphorylation AlphaLISA; neocarzinostatin DNA damage 30 min before lysis; also: potency is read from the fitted curve at half-maximal effect; % of control where 0% means no effect; nearly all actives have a fitted effect of over 45% in size
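hTERT-immortalized A-T patient fibroblasts ([…]), 500 cells/well in OPTI-MEM, 1% FBS, got compounds for 60 min, then NCS for 30 min at 37C. Lysates were then assayed for phospho-KAP-1 by AlphaLISA (anti-pKAP1 donor, anti-KAP1 acceptor beads), 6 hr at 25C.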
ELG1 DNA repair = ELG1-dependent DNA repair inhibition. HEK293T ELG1-luciferase reporter, luminescence, 16 h; DNA damage induced by 5-fluorouridine. AID 504467. 330,000 tested, 2.3% active. Potency, µM (series often up to 46.1 µM), for the others: at the highest dose activity change, negative = inhibition, actives largely listed as inhibitors; also: potency is read from the fitted curve at half-maximal effect; % is scaled to controls: 0 for no effect and ±100 for the full control effect; nearly all actives have a fitted effect of over 55% in size
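In this reporter screen, reduction of luminescence relative to DMSO vehicle indicated activity. Compounds and 5-fluorouridine were added together to 2,000 cells per well, incubated for 16 hr at 37 °C, then developed with ONE-Glo.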
TCR act = T cell receptor activation; primary human leukocytes, anti-CD3, IL-2 HTRF, 48 h; Potency, µM (titrated, usually from 9.22 µM), for the others: at the highest dose activation of IL-2 secretion, most hits filed as activators; 330,000 tested, under 10 active; also: % of control where 0% means no effect
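Primary human leukocytes incubated 48 hr with anti-CD3 beads plus compound, without co-stimulation. Secreted IL-2 measured by HTRF (europium cryptate/d2 anti-IL-2 pair, 320 nm excitation, 665 nm emission).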
Mito fusion yeast = blocks mitochondrial division or promotes mitochondrial fusion; AID 485298; Potency, µM (doses to about 46.1 µM), for the others: at the top dose growth rescue (activation), actives largely listed as activators; 320,000 tested, 0.23% active; S. cerevisiae fusion-defective mutant growth rescue, CellTiterGlo 48 h;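 also: potency is read from the fitted curve at half-maximal effect; % of control where 0% means no effect; nearly all actives have a fitted effect of over 45% in size; temperature-sensitive fusion mutants such as fzo1-1 at 37 °C on non-fermentable ethanol glycerol medium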
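Temperature-sensitive fusion-defective S. cerevisiae (e.g. fzo1-1, mgm1-5) were grown with compound in YPEG medium (3% ethanol, 3% glycerol) for 48 hours at 37C. Growth rescue was measured as viability by CellTiterGlo luminescence after 10 minutes at ambient.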
Integrin act MD = activators of alpha7 integrin expression for muscular dystrophy | alpha7betagal myoblasts, beta-gal FDG fluorescence, 48 h | Potency, µM (top dose mostly 38.3 µM), inactives show at the top dose activation, most hits filed as activators | 350,000 tested, 0.064% active | AID 624291;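 also: potency is read from the fitted curve at half-maximal effect; 100% = response of the positive control SU9516; nearly all actives have a fitted effect of over 60% in size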
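alpha7betagal+/- myoblasts (passage 13, 250/well) treated 48 h at 37C with compounds at 1:260 dilution of DMSO stock. Lysed, then beta-galactosidase activity read as FDG fluorescence (ex 480/em 540) after 30 min, with pre-read for autofluorescence.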
Eya2 inh = inhibitors of human Eya2 phosphatase activity; Potency, µM (doses to about 76.9 µM), for inactives: at the highest dose activity, negative = inhibition, actives largely listed as inhibitors; O00167; 330,000 tested, 0.006% active; recombinant Eya2, OMFP fluorescence dephosphorylation (OMFP is methylfluorescein phosphate); AID 488837; also: potency is read from the fitted curve at half-maximal effect; % is scaled to controls: 0 for no effect and ±100 for the full control effect
Target sequence (O00167 whole entry, looked up): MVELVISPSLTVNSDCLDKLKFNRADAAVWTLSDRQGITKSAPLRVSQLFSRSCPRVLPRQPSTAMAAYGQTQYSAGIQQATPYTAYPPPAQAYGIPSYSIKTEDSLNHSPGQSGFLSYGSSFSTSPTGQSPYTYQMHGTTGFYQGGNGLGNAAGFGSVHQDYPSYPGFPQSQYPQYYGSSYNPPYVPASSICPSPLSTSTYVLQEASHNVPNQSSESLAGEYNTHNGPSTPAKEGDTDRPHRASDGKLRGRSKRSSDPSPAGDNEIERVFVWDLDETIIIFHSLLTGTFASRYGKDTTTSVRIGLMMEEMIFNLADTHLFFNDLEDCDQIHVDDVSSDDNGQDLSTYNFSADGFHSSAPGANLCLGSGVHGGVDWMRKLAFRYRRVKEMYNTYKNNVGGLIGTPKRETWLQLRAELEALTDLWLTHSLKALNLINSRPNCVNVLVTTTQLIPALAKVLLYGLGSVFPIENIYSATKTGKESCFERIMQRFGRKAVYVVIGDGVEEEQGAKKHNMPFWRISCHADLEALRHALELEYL
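Eya2 (0.2 uM) preincubated 10 min at ambient with compound, then OMFP substrate added at 50 uM; 10 min reaction in 50 mM HEPES pH 7.5, 50 mM NaCl, 5 uM MgCl2, 0.05% BSA, 1 mM DTT. Fluorescence read at Ex 485/Em 525 nm.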
Chronic BCR inh = inhibitors of chronic active B-cell receptor signaling; ABC-DLBCL IkBa-CBG/CBR reporter, luminescence ratio, 4 h; Potency, µM (series often up to 46.1 µM), for inactives: at the top dose ratio change, negative = lower green/red ratio, most hits filed as inhibitors; 340,000 tested, 0.05% active; active = well fitted inhibition curve with a large enough effect in the signal ratio, with a control signal flat, not every such curve was filed as active; inconclusive = small, poorly fitted or top-dose-only effect, or effect the other way, or a change in a side signal; the % refers to the signal ratio;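 also: potency is read from the fitted curve at half-maximal effect; plate controls were basal doxycycline-induced cells for no effect and cells given 10 µM MG132 for full effect; MG132 reads +100%, hits lower the ratio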
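Compounds up to 46 uM were incubated four hours with TMD8 cells whose green CBG68 luciferase is fused to IkappaBalpha; red CBR luminescence normalised the signal, and concentration-effect curves were fitted to fusion, red and ratio data.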
TSHR antagonist = antagonists of human thyroid stimulating hormone receptor; P16473; TSHR-expressing cells, TSH-stimulated cAMP HTRF, 2 h; stronger effect = lower value; activity change, negative = inhibition, % at 11.5 µM; 330,000 tested, 0.2% active;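 active = activity change below a set negative limit, meaning inhibition stronger than a set level, cut at about -70% in these data; inconclusive = activity change between two set negative limits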; also: % is scaled to controls: 0 for no effect and ±100 for the full control effect
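TSHR-expressing cells were treated with compounds, then stimulated with TSH at EC80 (4nM final) for 2 hours at 37 deg C. Cellular cAMP was measured by HTRF competition between lysate cAMP and cAMP-d2 for a cryptate-labelled anti-cAMP antibody.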
* = called active by the depositor; [ ] = dose if it differs, or a comment. Unless noted, calls follow the shape of the dose curve; as a rule, active = well fitted curve in the direction sought with a large enough effect; inconclusive = small, poorly fitted or top-dose-only effect, or another doubt; inactive = no such curve, though single readings can be large; an effect the other way counts as inactive or inconclusive. Rows were taken by chance. About 3.2% of those tested had a hit in this group.

Screening Cc1cc(C)n(-c2nc(NCCN(C)C)c3c4c(sc3n2)CCCC4)n1 returned PTAP TSG101 blk 0%, Tb PFK block 0%, ASM inhibitor -14%, AT treatment 40µM*, ELG1 DNA repair inconclusive, TCR act 6%, Mito fusion yeast -18%, Integrin act MD -60%[inhibitor], Eya2 inh 3%, Chronic BCR inh inconclusive and TSHR antagonist 26.
Screening Cc1csc(NC(=O)CSc2nnc3c4ccccc4nc(C(C)(C)C)n23)n1 returned PTAP TSG101 blk -4%, Tb PFK block -3%, ASM inhibitor -1%, AT treatment -3%, ELG1 DNA repair inconclusive, TCR act -2%, Mito fusion yeast 5%, Integrin act MD -14%, Eya2 inh -13%, Chronic BCR inh inconclusive and TSHR antagonist -5.
CC(C)(O)C#Cc1ccc(CN2CCN(CCc3ccccc3)C(CCO)C2)s1 (configuration not stated) was read as PTAP TSG101 blk 1%, Tb PFK block -1%, ASM inhibitor 1%, AT treatment 3%, ELG1 DNA repair inconclusive, TCR act 3%, Mito fusion yeast -4%, Integrin act MD 2%, Eya2 inh 4%, Chronic BCR inh -14% and TSHR antagonist 10.
`COc1cc(C(C)=O)ccc1OCC(=O)OCCCOC(=O)COc1ccc(C(C)=O)cc1OC` gave PTAP TSG101 blk 0%, Tb PFK block 4%, ASM inhibitor 5%, AT treatment 0%, ELG1 DNA repair 11%, TCR act 6%, Mito fusion yeast 2%, Integrin act MD 8%, Eya2 inh -5%, Chronic BCR inh 0% and TSHR antagonist -8.
O=[N+]([O-])c1cccc(/C=N/N2CCN(c3ccccn3)CC2)c1 was read as PTAP TSG101 blk -2%, Tb PFK block -2%, ASM inhibitor -1%, AT treatment 2%, ELG1 DNA repair inconclusive, TCR act 3%[46.1 µM], Mito fusion yeast 8%, Integrin act MD -16%, Eya2 inh -4%, Chronic BCR inh inconclusive and TSHR antagonist 4.
N#CC1(NC(=O)COC(=O)CNC(=O)c2sc3ccccc3c2Cl)CCCCC1 was read as PTAP TSG101 blk -7%, Tb PFK block -2%, ASM inhibitor -7%, AT treatment 2%, ELG1 DNA repair 12%, Mito fusion yeast -5%, Integrin act MD -16%, Eya2 inh -7%, Chronic BCR inh 0% and TSHR antagonist 14.
CSc1ccccc1N=CC1=C(O)CC(C)(C)CC1=O was read as PTAP TSG101 blk -13%, Tb PFK block -4%, ASM inhibitor 1%, AT treatment -7%, ELG1 DNA repair -2%, TCR act 0%[46.1 µM], Mito fusion yeast -6%, Integrin act MD 16%, Eya2 inh -4%, Chronic BCR inh 12% and TSHR antagonist 5.
N=C1SCC(=O)N1c1ccccc1Cl was read as PTAP TSG101 blk -2%, Tb PFK block -10%, ASM inhibitor 7%, AT treatment -8%, ELG1 DNA repair 28%, TCR act -12%, Mito fusion yeast 4%, Integrin act MD inconclusive, Eya2 inh 17%, Chronic BCR inh -11% and TSHR antagonist 1.
Screening Cc1nn(Cc2c(Cl)cccc2Cl)c(C)c1NC(=O)Cn1nc([N+](=O)[O-])c(Cl)c1C returned PTAP TSG101 blk 2%, Tb PFK block -3%, ASM inhibitor 1%, AT treatment 11%, ELG1 DNA repair 21%, TCR act -4%[46.1 µM], Mito fusion yeast 0%, Integrin act MD -5%, Eya2 inh 3%, Chronic BCR inh -1% and TSHR antagonist 1.
COc1cc2c(cc1OC)C(C)N(C(=O)c1c(C)noc1C)CC2 (configuration not stated) was read as PTAP TSG101 blk -8%, Tb PFK block 1%, ASM inhibitor -1%, AT treatment -1%, ELG1 DNA repair -8%, TCR act -8%, Mito fusion yeast 6%, Integrin act MD -35%, Eya2 inh 17%, Chronic BCR inh inconclusive and TSHR antagonist -1.
For Cc1ccc(CNC(=O)c2sccc2-n2cccc2)cc1 the results were PTAP TSG101 blk -4%, Tb PFK block -6%, ASM inhibitor 0%, ELG1 DNA repair 0%, TCR act -88%, Mito fusion yeast 8%, Integrin act MD 23%, Eya2 inh 3%, Chronic BCR inh 0% and TSHR antagonist 0.
Screening C=C1C(=O)C=C[C@]2(C)C[C@@H]3OC(=O)[C@](C)(O)[C@H]3C[C@@H]12 returned PTAP TSG101 blk -1%, Tb PFK block 0%, ASM inhibitor 6%, AT treatment -23%, ELG1 DNA repair inconclusive, TCR act 4%, Mito fusion yeast -44%[inhibitor], Integrin act MD -34%, Eya2 inh -2%, Chronic BCR inh inconclusive and TSHR antagonist 0.
COc1ccccc1C1CCN(c2ccc([N+](=O)[O-])c(OC)c2)CC1 was read as PTAP TSG101 blk 1%, Tb PFK block -1%, ASM inhibitor inconclusive, AT treatment -9%, ELG1 DNA repair -20%, TCR act 6%, Mito fusion yeast 20%, Integrin act MD -51%[inhibitor], Eya2 inh -3%, Chronic BCR inh -25% and TSHR antagonist -6.
COC(=O)c1cc(Cl)cc2c(CCO)c[nH]c12 was read as PTAP TSG101 blk -1%, Tb PFK block 1%, ASM inhibitor 23%, AT treatment -1%, ELG1 DNA repair inconclusive, TCR act 5%, Integrin act MD 25%, Eya2 inh 12%, Chronic BCR inh -3% and TSHR antagonist -1.
`COc1ccc(OC)c(C(=O)NC(CC(N)=O)c2ccc(NCc3ccc(F)c(F)c3)c([N+](=O)[O-])c2)c1` (configuration not stated) gave PTAP TSG101 blk -3%, Tb PFK block -8%, ASM inhibitor -14%, AT treatment -13%, ELG1 DNA repair -10%, TCR act -9%, Mito fusion yeast -2%, Integrin act MD -6%, Eya2 inh -3%, Chronic BCR inh -4% and TSHR antagonist 2.
C/C(=N\Nc1ccc(Cl)c(C(=O)O)c1)c1ccc(Br)s1 was read as PTAP TSG101 blk -5%, Tb PFK block 1%, ASM inhibitor -1%, AT treatment 5%, ELG1 DNA repair 27%, TCR act 7%, Mito fusion yeast 14%, Integrin act MD 18%, Eya2 inh inconclusive, Chronic BCR inh -12% and TSHR antagonist -15.
For CNc1oc(/C=C/c2ccccc2)nc1C#N the results were PTAP TSG101 blk 0%, Tb PFK block 0%, ASM inhibitor inactive, AT treatment inconclusive, ELG1 DNA repair inconclusive, TCR act 0%[46.1 µM], Mito fusion yeast -1%, Integrin act MD 7%, Eya2 inh -3%, Chronic BCR inh -11% and TSHR antagonist 10.
CCOC(=O)c1cnc(SCC(=O)Nc2ccc(N3CCOCC3)c(Cl)c2)nc1N was read as PTAP TSG101 blk -1%, Tb PFK block 0%, ASM inhibitor -4%, AT treatment 1%, ELG1 DNA repair -2%, TCR act 7%, Mito fusion yeast 0%, Integrin act MD 1%, Eya2 inh 5%, Chronic BCR inh 14% and TSHR antagonist -12.
For CC1(C)CC(=O)C=C(NC2CCCCCCC2)C1 the results were PTAP TSG101 blk 1%, Tb PFK block -7%, ASM inhibitor 0%, AT treatment 6%, ELG1 DNA repair -1%, TCR act 3%[46.1 µM], Mito fusion yeast 4%, Integrin act MD -2%, Eya2 inh 8%, Chronic BCR inh inconclusive and TSHR antagonist -16.
For CCCOc1ccccc1NC(=O)c1ccc([N+](=O)[O-])cc1 the results were PTAP TSG101 blk 0%, Tb PFK block 0%, ASM inhibitor -2%, AT treatment 4%, ELG1 DNA repair -15%, TCR act -2%, Mito fusion yeast inconclusive, Integrin act MD 18%, Eya2 inh -4%, Chronic BCR inh 5% and TSHR antagonist -6.
`Cc1cccc(CC(=O)NCCS(=O)(=O)N2CCN(c3cccc(Cl)c3)CC2)c1` gave PTAP TSG101 blk -3%, Tb PFK block -18%, AT treatment -7%, ELG1 DNA repair inconclusive, TCR act 4%, Mito fusion yeast 16%, Integrin act MD 2%, Eya2 inh -17%, Chronic BCR inh inconclusive and TSHR antagonist -4.
For COc1ccnc2c1c(=O)n(Cc1cccc(Cl)c1)c(=O)n2C the results were PTAP TSG101 blk -5%, Tb PFK block 2%, ASM inhibitor 2%, AT treatment -6%, ELG1 DNA repair 13%, TCR act 8%, Mito fusion yeast inconclusive, Integrin act MD inconclusive, Eya2 inh -2%, Chronic BCR inh -6% and TSHR antagonist -7.
`O=C(COC(=O)CCC(=O)c1cccs1)Nc1ncc(Cl)cc1Cl` gave PTAP TSG101 blk -2%, Tb PFK block -5%, ASM inhibitor 1%, AT treatment 2%, ELG1 DNA repair 15%, TCR act -11%[46.1 µM], Mito fusion yeast -5%, Integrin act MD 0%, Eya2 inh -8%, Chronic BCR inh 9% and TSHR antagonist 1.

Screening data deposited in PubChem BioAssay by National Center for Advancing Translational Sciences (NCATS).
